TDP1 inh = TDP1 (human) enzyme inhibition; Q9NUW8; recombinant TDP1, AlphaScreen DNA substrate cleavage; Potency, µM (highest dose often 130 µM), without a hit: at the top dose activity change, negative = inhibition, usual class: inhibitors; 350,000 tested, 0.28% active; note: nearly all actives have a fitted effect of over 40% in size
Target sequence (Q9NUW8 whole entry, looked up): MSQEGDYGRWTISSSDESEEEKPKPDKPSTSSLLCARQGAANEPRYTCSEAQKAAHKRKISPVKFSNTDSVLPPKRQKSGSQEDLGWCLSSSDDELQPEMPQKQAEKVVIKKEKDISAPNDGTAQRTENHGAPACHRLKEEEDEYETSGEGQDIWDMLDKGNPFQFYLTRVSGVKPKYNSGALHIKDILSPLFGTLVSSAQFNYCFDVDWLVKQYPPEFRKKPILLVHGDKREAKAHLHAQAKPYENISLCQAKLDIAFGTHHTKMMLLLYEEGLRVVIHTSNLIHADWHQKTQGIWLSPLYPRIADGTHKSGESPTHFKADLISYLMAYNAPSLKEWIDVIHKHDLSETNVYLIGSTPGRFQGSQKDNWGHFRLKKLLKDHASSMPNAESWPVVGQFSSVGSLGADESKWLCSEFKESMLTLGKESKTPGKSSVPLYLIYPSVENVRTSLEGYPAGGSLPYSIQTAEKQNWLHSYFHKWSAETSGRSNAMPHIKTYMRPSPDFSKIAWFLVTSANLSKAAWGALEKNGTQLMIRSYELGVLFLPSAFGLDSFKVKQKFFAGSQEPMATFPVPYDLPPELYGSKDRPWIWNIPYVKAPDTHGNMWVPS
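Recombinant human Tdp1 (E. coli-expressed, 1 nM final) preincubated with compounds 15 min at room temperature, then 5'-biotin/3'-phosphotyrosine-FITC DNA substrate (15 nM final) added for 5 min. AlphaScreen beads (10 ug/ml final) added 10 min; cleavage lowers signal.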
N370S GC = N370S glucocerebrosidase modulation, Gaucher chaperone candidate | N370S GC spleen homogenate, 4MU-glucoside fluorescence | Potency, µM (titrated, usually from 59.4 µM), for the others: at the highest dose activity change, negative = inhibition, usual class: inhibitors | 330,000 tested, 0.092% active | AID 2101;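 note: 0% = full enzyme activity and -100% = no enzyme basal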
TDP1 cell noCPT = qHTS for Inhibitors of human tyrosyl-DNA phosphodiesterase 1 (TDP1): qHTS in cells in absence of CPT; Potency, µM (series often up to 46.2 µM), inactives show at the highest dose activity change, negative = growth inhibition, most hits filed as inhibitors; 420,000 tested, 15% active; AID 686978, 2013; DT40 Tdp1-/- hTDP1 cells, no CPT, ATP luminescence, 48 h; note: nearly all actives have a fitted effect of over 55% in size
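Growth of hTDP1-complemented DT40 Tdp1-knockout cells is measured by ATP luminescence after at least 48 hr compound exposure at 37 °C, with DMSO substituting for the 20 nM CPT used in the parallel screen.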
Numbers without * were called inactive; [ ] = remark or other dose. Calls come from the whole dose curve; as a rule, active = well fitted curve in the direction sought with a large enough effect; inconclusive = small, poorly fitted or top-dose-only effect, or another doubt; inactive = no such curve, though single readings can be large; an effect the other way counts as inactive or inconclusive. Unless noted, % is set by controls: 0 for no effect and ±100 for the full control effect; potency is the fitted concentration of half-maximal effect. Some of the compounds tested (hit frequency here may not be typical).

How did CN(C)c1ccc(C(=O)N2CCNC(=O)C2CC(=O)Nc2ccc(F)cc2)cc1 (stereo not given) do in these assays?
TDP1 inh: 0%; N370S GC: -8%; TDP1 cell noCPT: 6%

What do the screens show for `CCN(CC)S(=O)(=O)c1cccc2c(N(C)C)cccc12`?
N370S GC: 6%; TDP1 cell noCPT: inconclusive

How did O=C(N[C@@H](Cc1ccc(O)cc1)C(=O)O)C(c1ccccc1)c1ccccc1 do in these assays?
TDP1 inh: 8%; N370S GC: 9%; TDP1 cell noCPT: 7%

What do the screens show for `CC(CCc1ccccc1)NC(=O)COC(=O)c1ccccc1O` (stereo not given)?
TDP1 inh: -8%; N370S GC: 1%; TDP1 cell noCPT: -13%

Results for Cc1cc(=S)cc(C)n1CCCO ?
TDP1 inh: 7%; N370S GC: 2%; TDP1 cell noCPT: 14%

Results for O=C(NCc1ccccc1)C(c1ccco1)N(C(=O)c1csnn1)c1ccccc1 (stereo not given) ?
TDP1 inh: 11%[0.0935 µM]; N370S GC: 2%; TDP1 cell noCPT: -10%

How did O=C(NCc1ccc2c(c1)OCO2)C(=O)NCC1CCCO1 (stereo not given) do in these assays?
TDP1 inh: 0%; N370S GC: -20%; TDP1 cell noCPT: 0%

Results for O=C(Nc1nccs1)c1csc2c1CCCC2 ?
TDP1 inh: 9%[56.1 µM]; N370S GC: -5%; TDP1 cell noCPT: -10%

How did COc1ccc(/C=N/NC(=O)c2cccc([N+](=O)[O-])c2)cc1OC do in these assays?
TDP1 inh: 3%; N370S GC: -2%; TDP1 cell noCPT: 9%

Results for CSC1=N/C(=C\c2ccc(C)o2)C(=O)S1 ?
TDP1 inh: -6%; N370S GC: 3%; TDP1 cell noCPT: -7%

What do the screens show for `C=CCn1c(=N)n(CC(=O)c2ccc(Br)s2)c2ccccc21`?
TDP1 inh: -4%; N370S GC: 6%; TDP1 cell noCPT: 18µM*

Results for CCc1ccc(NC(=O)CS(=O)CC(=O)N2CCN(c3ccccc3F)CC2)cc1 (stereo not given) ?
TDP1 inh: 1%; N370S GC: -3%; TDP1 cell noCPT: -1%

Continued (7 carried over from the part before).
Results for O=C(NCc1ccccc1)C(c1ccco1)N(C(=O)c1csnn1)c1ccccc1 (stereo not given) ?
TDP1 inh: 11%[0.0935 µM]; N370S GC: 2%; TDP1 cell noCPT: -10%

How did O=C(NCc1ccc2c(c1)OCO2)C(=O)NCC1CCCO1 (stereo not given) do in these assays?
TDP1 inh: 0%; N370S GC: -20%; TDP1 cell noCPT: 0%

Results for O=C(Nc1nccs1)c1csc2c1CCCC2 ?
TDP1 inh: 9%[56.1 µM]; N370S GC: -5%; TDP1 cell noCPT: -10%

How did COc1ccc(/C=N/NC(=O)c2cccc([N+](=O)[O-])c2)cc1OC do in these assays?
TDP1 inh: 3%; N370S GC: -2%; TDP1 cell noCPT: 9%

Results for CSC1=N/C(=C\c2ccc(C)o2)C(=O)S1 ?
TDP1 inh: -6%; N370S GC: 3%; TDP1 cell noCPT: -7%

What do the screens show for `C=CCn1c(=N)n(CC(=O)c2ccc(Br)s2)c2ccccc21`?
TDP1 inh: -4%; N370S GC: 6%; TDP1 cell noCPT: 18µM*

Results for CCc1ccc(NC(=O)CS(=O)CC(=O)N2CCN(c3ccccc3F)CC2)cc1 (stereo not given) ?
TDP1 inh: 1%; N370S GC: -3%; TDP1 cell noCPT: -1%

Results for Cc1c(Cl)ccc(S(=O)(=O)Nc2cccnc2)c1Cl ?
N370S GC: 1%; TDP1 cell noCPT: 20%

Results for Cc1cccc(-c2nc(CN3CCCC(C(=O)NC4CCCCC4)C3)c(C)o2)c1 (stereo not given) ?
TDP1 inh: 5%; N370S GC: -9%; TDP1 cell noCPT: 21µM*

What do the screens show for `O=C(CSc1ncccc1C(=O)O)c1cccc(C(F)(F)F)c1`?
TDP1 inh: 5%; N370S GC: 7%; TDP1 cell noCPT: 8%

Results for O=C(Nc1ccccc1N1CCCC1)C1CC(=O)N(Cc2ccccc2)C1 (stereo not given) ?
TDP1 inh: 5%; N370S GC: -4%; TDP1 cell noCPT: -9%

What do the screens show for `COc1ccc(CNC(=O)C(c2cccc(C)c2)N(C(=O)c2csnn2)C2CC2)cc1` (stereo not given)?
TDP1 inh: 7%; N370S GC: -2%; TDP1 cell noCPT: inconclusive

How did COc1ccc(NC(=O)C2CCCN2C(=O)OCc2ccccc2)cc1 (stereo not given) do in these assays?
N370S GC: 4%; TDP1 cell noCPT: -2%

How did Cc1csc(=O)n1CC(=O)OCC(=O)NNC(=O)c1ccc(Cl)cc1 do in these assays?
TDP1 inh: 1%; TDP1 cell noCPT: 7%

Results for CCCNc1ccc(S(=O)(=O)N(C(C)C)C(C)C)cn1 ?
TDP1 inh: 2%; N370S GC: 13%; TDP1 cell noCPT: inconclusive

Results for CC1C(=O)N2CCCc3cc(NC(=O)C(=O)NCCc4ccc(F)cc4)cc1c32 (stereo not given) ?
N370S GC: -1%; TDP1 cell noCPT: inconclusive

Results for O=C(Nc1nccs1)c1ccc(CSc2nnnn2-c2ccccc2)cc1 ?
TDP1 inh: -4%; N370S GC: 9%; TDP1 cell noCPT: -59%

Results for N=c1c(C(=O)NCc2ccc(F)cc2)cc2c(=O)n3ccccc3nc2n1CCCN1CCOCC1 ?
TDP1 inh: -3%; N370S GC: -8%; TDP1 cell noCPT: inconclusive

How did CCCn1c(SCC#N)nc2c(c1=O)C1(CCCC1)Cc1ccccc1-2 do in these assays?
TDP1 inh: 6%; N370S GC: 3%; TDP1 cell noCPT: inconclusive

How did Cc1ccc(NC(=O)c2ccc3nc[nH]c3c2)nc1 do in these assays?
TDP1 inh: 35µM*; N370S GC: 0%; TDP1 cell noCPT: 18µM*

What do the screens show for `Cc1ccc(C(=O)CCC(=O)Nc2ncccc2O)cc1`?
TDP1 inh: -5%; N370S GC: -9%; TDP1 cell noCPT: 3%

What do the screens show for `CCc1nnc(NC(=O)C2CCCN(C(=O)c3ccc(Cl)cc3)C2)s1` (stereo not given)?
TDP1 inh: 0%; TDP1 cell noCPT: inconclusive

How did COc1ccc(Nc2nc(NCc3ccco3)nc(N)c2[N+](=O)[O-])cc1 do in these assays?
TDP1 inh: -6%; N370S GC: -3%; TDP1 cell noCPT: -15%

How did O=C(N/N=C/c1ccco1)c1ccc(Br)o1 do in these assays?
TDP1 inh: 0%; N370S GC: -6%; TDP1 cell noCPT: 5%

Results for CCOC(=O)N1CCC(=NNc2nc3ccccc3s2)CC1 ?
TDP1 inh: 8%; N370S GC: 3%; TDP1 cell noCPT: 21%

What do the screens show for `O=c1oc2ccccc2cc1NCc1ccccc1O`?
TDP1 inh: -3%; N370S GC: -4%; TDP1 cell noCPT: inconclusive

How did O=c1nc2n(c3ccccc13)Cc1ccccc1-2 do in these assays?
TDP1 inh: 0%; N370S GC: inconclusive

Results for CC(=O)OC1CCC2(C)C3CCC4(C)C(CC5CCCCC54C(C)=O)C3CC(=O)[C@@]2(O)C1 (stereo not given in full) ?
TDP1 inh: 12%[56.1 µM]; N370S GC: 14%; TDP1 cell noCPT: inconclusive

How did Cc1ccc(NC(=O)c2cccc(S(=O)(=O)N3CCc4ccccc4C3)c2)nc1 do in these assays?
N370S GC: -3%; TDP1 cell noCPT: inconclusive

How did CSCCC(NC(=O)C1CCCCC1)C(=O)Nc1ccc(F)c(Cl)c1 (stereo not given) do in these assays?
TDP1 inh: -3%; TDP1 cell noCPT: -27%

How did COc1ccc(Cl)cc1NC(=O)[C@@]1(CC(=O)O)CC(/C=C/c2ccccc2)=NO1 do in these assays?
N370S GC: -4%; TDP1 cell noCPT: 14%

How did COc1cccc(-c2cc(C(=O)NCCc3ccc(OC)c(OC)c3)no2)c1 do in these assays?
TDP1 inh: -5%; TDP1 cell noCPT: 2%

What do the screens show for `Cc1cccc(Nc2nc(N)nc(CSc3nccn3C)n2)c1`?
TDP1 inh: 5%; N370S GC: -16%; TDP1 cell noCPT: -30%

How did CCOC(=O)C1CCN(C(=O)CCc2nc3sc4c(c3c(=O)[nH]2)CCCC4)CC1 do in these assays?
N370S GC: -1%; TDP1 cell noCPT: inconclusive

How did COc1ccc([C@H]2CC(=O)C=C(c3ccc4[nH]ccc4c3)C2)cc1OC do in these assays?
TDP1 inh: 7%; TDP1 cell noCPT: inconclusive

Results for Oc1ccccc1-c1n[nH]c(=S)n1Cc1ccco1 ?
TDP1 inh: 1%; N370S GC: -1%; TDP1 cell noCPT: -7%

Results for Cn1ccc2ccc(C3=CC(=O)C[C@H](c4ccc(F)cc4)C3)cc21 ?
TDP1 inh: 2%; TDP1 cell noCPT: 18µM*

Results for COc1ccc(CONc2ncnc3nonc23)cc1[N+](=O)[O-] ?
TDP1 inh: 1%; N370S GC: -8%; TDP1 cell noCPT: -16%

Results for c1ccc2c(c1)nc1n2CCN1CCN1CCCC1 ?
N370S GC: 2%; TDP1 cell noCPT: -1%

Results for Cc1ccc(-c2nc(CN3CCCCC3)cc(CN3CCCCC3)c2O)cc1 ?
TDP1 inh: 5%; N370S GC: -1%; TDP1 cell noCPT: inconclusive

How did Cc1ccc(S(=O)(=O)NCc2cccnc2)c(C)c1 do in these assays?
N370S GC: -5%; TDP1 cell noCPT: -12%

Results for COC(=O)CCC(=O)OC1(C)C(=O)C2=CN(C3CC3)C(c3ccc(OC)cc3)=CC2=C(Br)C1=O (stereo not given) ?
TDP1 inh: 4%[21 µM]; N370S GC: 1%[12.8 µM]; TDP1 cell noCPT: -16%

Results for COc1ccc2c(c1)C(=O)CC(O)(C(F)F)O2 (stereo not given) ?
TDP1 inh: 0%; N370S GC: -6%; TDP1 cell noCPT: -7%

Results for CCn1c(CSc2ncccn2)nnc1SCC(=O)N1CCCCC1 ?
TDP1 inh: -5%; N370S GC: 3%; TDP1 cell noCPT: 5%

Results for O=C(N/N=C/c1ccc(Cl)c(Cl)c1)c1ccc2nc[nH]c2c1 ?
TDP1 inh: -9%; N370S GC: -8%; TDP1 cell noCPT: 23µM*

Results for N#C/C(=C\c1ccc(-c2cccc(Cl)c2)o1)C(=O)Nc1cccc(C(F)(F)F)c1 ?
TDP1 inh: 0%[12.3 µM]; TDP1 cell noCPT: inconclusive

What do the screens show for `COc1ccc(NC(=O)CCNS(=O)(=O)c2cccc3nonc23)cc1Cl`?
TDP1 inh: 7%[0.0935 µM]; N370S GC: -4%; TDP1 cell noCPT: -16%

What do the screens show for `O=C(CSc1ccc(-c2ccc(Br)cc2)nn1)NCC1CCCO1` (stereo not given)?
TDP1 inh: 0%; N370S GC: -1%; TDP1 cell noCPT: inconclusive

What do the screens show for `COc1ccc(OC)c(NC(=O)c2c(NCc3cccs3)sc3c2CCCCC3)c1`?
TDP1 inh: 9%; TDP1 cell noCPT: inconclusive

Results for CC(C)(C)c1cc(C(=O)N2CCc3ccccc3C2)ccn1 ?
N370S GC: -5%; TDP1 cell noCPT: 0%

Results for COc1ccc(NC(=O)c2cnc(C)cn2)c2ncccc12 ?
TDP1 inh: 4%; N370S GC: -9%

Results for Cc1ccc(C(=O)c2c3ccc(C(F)(F)F)cc3[n+]([O-])n2CCC(N)=O)cc1 ?
N370S GC: -5%; TDP1 cell noCPT: -18%

What do the screens show for `CC(=O)Oc1oc(-c2ccccc2)nc1C=Nc1ccc(N(C)C)cc1`?
TDP1 inh: 0%; N370S GC: -8%; TDP1 cell noCPT: inconclusive

Results for COc1ccc(CC(NC(C)=O)C(=O)NC2CCN(S(=O)(=O)c3cccc4ccccc34)CC2)cc1OC (stereo not given) ?
TDP1 inh: 2%; N370S GC: 18%; TDP1 cell noCPT: -13%

How did CCC(CC)C(=O)c1c[nH]c(C(=O)NCc2ccccc2)c1 do in these assays?
N370S GC: 4%; TDP1 cell noCPT: -34%

How did CCOC(=O)C1=C(C)N(C)C(=S)NC1c1cc(OC)ccc1OC (stereo not given) do in these assays?
TDP1 inh: 6%; N370S GC: 6%; TDP1 cell noCPT: 21µM*

How did COC(=O)Cc1ccc(NC(=O)c2cccs2)cc1 do in these assays?
TDP1 inh: 9%; N370S GC: 4%; TDP1 cell noCPT: -20%

Results for COc1ccc(C2(Nc3cccc(F)c3)C(=O)c3ccccc3C2=O)cc1 ?
TDP1 inh: 8%; TDP1 cell noCPT: 5%

What do the screens show for `O=C(O)CC1COc2ccccc2N1S(=O)(=O)c1ccc(Br)cc1` (stereo not given)?
N370S GC: 0%; TDP1 cell noCPT: -24%

Results for O=C(Nc1ccc(N2CCCCC2)cc1)c1ccc2ccccc2n1 ?
TDP1 inh: 12%; N370S GC: 27%; TDP1 cell noCPT: inconclusive

Arranged by molar mass (lowest first): three of the compounds above.
How did CCOC(=O)C1=C(C)N(C)C(=S)NC1c1cc(OC)ccc1OC (stereo not given) do in these assays?
TDP1 inh: 6%; N370S GC: 6%; TDP1 cell noCPT: 21µM*

Results for COc1ccc(C2(Nc3cccc(F)c3)C(=O)c3ccccc3C2=O)cc1 ?
TDP1 inh: 8%; TDP1 cell noCPT: 5%

What do the screens show for `O=C(O)CC1COc2ccccc2N1S(=O)(=O)c1ccc(Br)cc1` (stereo not given)?
N370S GC: 0%; TDP1 cell noCPT: -24%
